# Screens from PubChem.
# LMP1 NFkB inh: reduces LMP1-driven NF-kappaB luciferase signal | actives 0.69% (n = 350,000) | inhibition, % at 12.5 µM | LMP1-induced NF-kappaB luciferase reporter cells, luminescence; in the data active = inhibition above about 41%;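 also: 0% = neutral control wells and 100% = reference inhibitor control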
# hiPSC survival: enhancers of human iPSC single-cell survival; survival enhancement, % at 20 µM; actives 0.044% (n = 360,000); hiPSC single-cell survival, ATPlite luminescence; 100% = ROCK inhibitor wells, 0% = DMSO; in the data active = survival enhancement above about 18%;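 also: cells exposed to compounds for 16 hours before the ATP read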
# NR2E3 ag-1: human photoreceptor-specific nuclear receptor agonism; AID 602229; CHO-S Gal4-NCOR/VP16-NR2E3 two-hybrid, luciferase; inhibition of corepressor binding, % at 3.98 µM; Q9Y5X4; actives 0.35% (n = 360,000);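 active = inhibition above the mean of all tested compounds plus 3 SD, cut at about 70% in these data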;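 also: 0% = DMSO with NR2E3 transfected cells and 100% = cells lacking NR2E3 construct; higher means lower luciferase signal from less NR2E3 corepressor binding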
# Target sequence (Q9Y5X4 whole entry, looked up, the tested form may be a part): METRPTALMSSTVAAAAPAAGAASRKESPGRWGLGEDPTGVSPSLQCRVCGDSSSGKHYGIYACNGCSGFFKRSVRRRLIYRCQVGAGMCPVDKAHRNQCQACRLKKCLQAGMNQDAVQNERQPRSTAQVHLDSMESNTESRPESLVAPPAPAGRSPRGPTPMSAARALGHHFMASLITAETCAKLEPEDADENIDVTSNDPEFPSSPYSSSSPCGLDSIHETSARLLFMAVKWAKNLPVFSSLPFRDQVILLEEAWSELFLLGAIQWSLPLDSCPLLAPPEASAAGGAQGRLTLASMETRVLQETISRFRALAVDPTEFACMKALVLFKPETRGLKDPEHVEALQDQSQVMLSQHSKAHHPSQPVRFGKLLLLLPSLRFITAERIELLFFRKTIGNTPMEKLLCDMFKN
# MITF TRPM1 inh: MITF TRPM1 promoter inhibition in SK-MEL-5 cells; inhibition, % at 12.5 µM; actives 0.83% (n = 330,000); SK-MEL-5 TRPM1 promoter luciferase, 24 h;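 active = mean inhibition across replicates of 60% or more, whatever share of single replicates reaches that level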; also: values of inactives mirror those of a sister screen read the other way
# C8 TRAIL sens: caspase-8 TRAIL sensitization. inhibition (viability loss, TRAIL sensitization), % at 10 µM. actives 1% (n = 360,000). NB7+C8 cells + TRAIL, ATPlite viability luminescence;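 active = compounds causing at least 50% loss of cell viability in the single-dose screen, relative to plate controls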
# NR2E3 ag-2: activates human photoreceptor nuclear receptor NR2E3 | Q9Y5X4 | GST-NR2E3/biotin-RetCOR TR-FRET, 1536-well | inhibition of corepressor binding, % at 4.78 µM | actives 0.12% (n = 320,000) | AID 2300;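 active = percent inhibition above the cutoff of mean plus 3 SD of all tested compounds, set per screening campaign, cut at about 20% in these data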;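 also: 0% = DMSO wells and 100% = biotin wells as full block of FRET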
#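 Material: NR2E3–RetCOR corepressor complex / Amount: 1.35 nM GST-NR2E3 / Medium: Tris pH 7.5 / Compound: single nominal compound dose of 4.8 µM / Incubation: 5 h at 4 °C / Technique: TR-FRET, Eu(K)-anti-GST donor, streptavidin-D2 acceptor, ex 340, em 617/671 nm / Read-out basis: percent loss of FRET ratio relative to control wells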
# Shn3 inh set2: inhibitors of Schnurri-3 3'UTR reporter in osteoblasts. Clone20 osteoblast Shn3 3'UTR firefly luciferase, 24 h. inhibition, % at 12.5 µM. actives 0.52% (n = 360,000). AID 588674;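 active = mean inhibition of at least 75% with every replicate also reaching 75%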;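 also: 0% = median of neutral control wells and 100% = pilot-screen positive control compound; some compounds past the cut are filed as inactive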
# Peg3 promoter: Peg3 promoter activity inhibition; HeLa PEG-Prom luciferase reporter, luminescence, overnight; inhibition, % at 20 µM; actives 1.7% (n = 360,000); AID 588405;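 active = inhibition of at least 50% at 20 µM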
# CF NFkB block: inhibitors of cystic fibrosis induced NF-kB; KKLEB NF-kB-GFP reporter, PAF-induced, GFP fluorescence overnight; inhibition, % at 5 µM; actives 0.86% (n = 360,000); AID 588850;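 active = at least 50% inhibition at 5 µM, scaled per plate between neutral and stimulator controls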;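 also: PAF is a Pseudomonas aeruginosa culture filtrate used as stimulus; plate controls were PAF-stimulated DMSO wells for no effect and unstimulated DMSO wells for full effect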
# KKLEB cytotox: reduces viability of KKLEB cystic fibrosis airway cells; actives 0.36% (n = 360,000); AID 602141; activity change (cytotoxicity), % at 5 µM; KKLEB CF airway cells viability, ATPlite luminescence, overnight; stronger effect = lower value; cells stimulated with P. aeruginosa culture filtrate;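 active = corrected activity change at or below -50% at 5 µM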
# HIF-2a block: blocks HIF-2a reporter activity; AID 624352; 786-0 RCC cells HIF-2a reporter, luciferase luminescence, overnight; inhibition, % at 18.8 µM; actives 0.72% (n = 360,000);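 active = inhibition of the luminescence signal of 40% or more relative to plate controls, in a single-dose primary screen at 18.75 µM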
# An asterisk follows results filed as active; nt = no result given.
SMILES	LMP1 NFkB inh	hiPSC survival	NR2E3 ag-1	MITF TRPM1 inh	C8 TRAIL sens	NR2E3 ag-2	Shn3 inh set2	Peg3 promoter	CF NFkB block	KKLEB cytotox	HIF-2a block
O=C(Nc1ccccc1Oc1ccccc1)c1ccccc1F	3	-0.5	-8	-3	-3	-3	-6	17	-14	13	19
Cc1cccc2c1N(CC(=O)OC(C)C)C(=O)C2=O	-16	-0.8	13	11	-3	2	-8	12	0	0	2
COCCn1c(SCc2ccc(C(=O)OC)o2)nc2ccccc2c1=O	12	-1.0	8	12	-6	2	12	16	28	-5	18
CCOC(=O)C1(C)CCCN(C(=O)CCc2ccccc2)C1 (configuration not stated)	nt	5.6	-13	nt	-8	nt	3	-7	-4	7	4
CC(Cn1cnc2ccccc21)C(=O)O (configuration not stated)	-2	0.1	-3	6	-7	3	-1	14	10	8	3
O=C(C1=C(O)C(=O)N(CCN2CCOCC2)C1c1ccco1)c1cc2ccccc2o1 (configuration not stated)	6	-0.7	-10	4	-38	14	-24	-30	0	-9	-18
CC1CC2OC2CC1COC(=O)C1CC2OC2CC1C (configuration not stated)	-4	-2.3	32	8	-9	nt	-12	-4	8	-15	9
Cc1ccc(CNC(=O)c2ccc(S(=O)(=O)N3CCCC3)cc2)cc1	-5	-1.5	-19	nt	-11	nt	-13	7	-10	-2	-1
O=C(CCN1C(=O)/C(=C/c2cccs2)SC1=S)Nc1cccc(O)c1	-1	0.1	14	-11	5	4	-51	-13	-23	4	-1
CCOc1ccc(CN(C)C(=O)CNC(=O)Cc2cccc3ccccc23)cc1	3	0.5	8	6	1	2	9	15	2	5	12
CCOc1ccccc1N1CCN(S(=O)(=O)c2ccc(F)c(F)c2)CC1	1	4.1	2	1	-3	1	14	17	22	-7	15
CCn1c(O)c(N=NC(=O)CNc2ccc(C)cc2)c2ccccc21	-5	-1.5	-13	22	-1	-3	-5	-18	-9	18	-73
O=C(COc1ccccc1Br)NC1CCCC1	4	-2.5	-45	8	13	0	-34	-94	-2	8	-100
COc1cccc2cc(C(=O)NC(C)c3ccccc3)c(=O)oc12 (configuration not stated)	11	0.6	17	-14	-8	-4	-30	-104	14	-6	-116
O=[N+]([O-])c1cccc(-n2nnnc2CN2CCCC2)c1	-1	-0.5	-30	2	7	-1	4	12	2	-5	2
Cc1cccc(OCC(=O)Nc2cc(Cl)ccc2-n2cncn2)c1C	-6	0.8	22	-2	-2	3	5	-13	1	4	-4
O=C(CSC1=NCCS1)N1CCc2ccccc21	-7	-1.7	-100	-49	0	3	-60	-312	6	4	-199
O=C(O)c1cccc(NC2=C(Cl)C(=O)c3ccccc3C2=O)c1	2	-1.5	-130	36	8	nt	-51	-128	-12	-1	-81
Cc1cc2c3c([nH]c2cc1S(=O)(=O)NCCCOC(C)C)CC(C)(C)CC3=O	13	-0.3	0	5	-1	0	15	19	2	1	8
CCS(=O)(=O)N1CCCC(C(=O)NCCN2CCC(Cc3ccccc3)CC2)C1 (configuration not stated)	10	-1.5	0	20	0	1	4	10	-27	16	11
CC1Sc2ccc(S(=O)(=O)CCC(=O)NCc3ccc(Cl)cc3)cc2NC1=O (configuration not stated)	1	-0.7	-5	-23	7	0	5	22	-5	0	11
Nc1nnc(SCC(=O)NCc2ccc3c(c2)OCO3)s1	-1	4.8	-41	7	15	-2	1	15	5	1	5
CCOC(=O)CSc1nnc(-c2ccco2)n1-c1ccc(C)cc1	5	3.2	-5	3	-10	-1	9	3	2	4	7
CCCCN(C(=O)c1cc(S(=O)(=O)N2CCCCC2)ccc1Cl)c1c(N)n(CC(C)C)c(=O)[nH]c1=O	1	0.6	-22	nt	1	nt	-4	12	7	-3	10
Cc1ccc(S(=O)(=O)N2CC=C(c3ccc(F)cc3)CC2)cc1	-1	-1.4	-2	-4	-2	-5	12	21	6	-13	19
Cc1ccc(/C=C/C(=O)NCc2ccccn2)o1	2	-2.8	7	-6	1	-1	-12	-7	-5	6	-6
CSc1nnc(-c2ccccc2Cl)n1N	-11	0.0	0	7	-3	2	0	6	0	-14	5
O=C(Cc1ccc(Br)cc1)NCCc1ccccc1	-6	0.5	27	-9	4	-6	-8	-24	6	-5	-22
CCOC(=O)c1sc(NC(=O)CSc2n[nH]c(-c3ccc(Cl)cc3Cl)n2)c(C#N)c1C	-2	1.3	-37	8	16	3	9	30	49	-33	4
COc1cc2[nH]c(=S)nc(NCC3CCCO3)c2cc1OC (configuration not stated)	0	-2.7	15	8	-4	-1	-5	8	3	-2	20
O=C(CC1Nc2ccccc2NC1=O)NCc1cccnc1 (configuration not stated)	-4	-3.5	-18	-3	8	-2	0	8	-2	10	16
Cn1c(CNC(=O)c2ccco2)nnc1SCCOc1ccccc1	-3	-0.2	-19	-3	-19	nt	20	15	7	-7	13
Cc1ccc(SCC(=O)NN2C(=O)c3ccccc3C2=O)cc1	-6	-1.7	-7	9	-4	3	-10	-7	5	-10	2
COC(=O)C1=C(CCc2ccccc2)NC(=O)NC1c1ccc(C#N)cc1 (configuration not stated)	-3	0.0	-30	-18	-2	2	10	1	-17	-6	0
Cc1nn(C)cc1CN(C)Cc1ccc(OCC(O)CN2CCCCC2)cc1 (configuration not stated)	-4	-0.2	11	-20	-9	2	-1	-28	-19	2	9
CN(/C=C/C(=O)C(F)(F)C(F)(F)F)Cc1ccccc1	6	-0.7	8	4	-15	2	7	2	2	-1	3
O=C1C(c2ccccc2)CN1Cc1ccccc1 (configuration not stated)	nt	-0.2	-34	nt	-11	nt	-11	-16	-10	-13	-62
Cc1noc(C)c1C(=O)Nc1ccccc1N1CCOCC1	-5	-0.1	-26	8	-4	4	-6	1	-2	-47	2
Cc1ccc(Cn2cccc(-c3nc4ccccc4s3)c2=O)cc1	-49	1.4	-106	-61	2	0	-75	-341	-6	19	-181
O=C(CSc1ccc2c(c1)OCCO2)Nc1ccc(Br)cn1	4	-0.5	-43	6	-1	-1	-1	-21	-12	-2	1
CCOC(=O)c1cc2occc2n1Cc1c(F)cccc1Cl	-5	-1.9	-13	3	-1	1	-5	14	3	3	14
O=C(CSc1oc(-c2ccccc2)nc1S(=O)(=O)c1ccc(F)cc1)NCC1CCCO1 (configuration not stated)	21	-2.6	-10	-6	-2	2	50	11	-11	-1	8
O=C(O)CC(CN1C(=O)c2ccccc2C1=O)c1ccccc1 (configuration not stated)	1	-0.3	4	-10	-9	0	8	21	1	-5	10
CC(C)(C)OC(=O)NC(CC(=O)OCc1ccccc1)C(=O)O (configuration not stated)	1	-1.0	-1	4	1	-1	1	-1	0	-6	8
Cc1ccc(S(=O)(=O)NNC(=O)c2ccoc2C)cc1	-2	-0.7	14	7	-7	2	7	3	4	9	17
CN(c1ccc(C(=O)NCc2ccc3c(c2)OCO3)cc1)S(C)(=O)=O	4	-1.8	1	-5	7	1	-8	-6	-6	6	-1
COc1ccc(/C=N/Nc2ccccn2)c(OC)c1OC	-1	0.1	-39	-33	-22	-1	-71	-219	-13	-1	-253
O=C(NC1CC1)c1sc2cc(Cl)ccc2c1Cl	-13	-0.1	-63	-113	7	0	-49	-356	-30	7	-222
Cn1c(CN2CCOCC2)c(C#N)c2ccccc21	-6	-0.8	10	-6	7	2	-17	-1	-12	4	9
C(=N\n1cnnc1SCc1ccccc1)/c1ccco1	-2	-3.3	-13	7	-3	3	-4	4	0	-4	10

# Further records.
SMILES	LMP1 NFkB inh	hiPSC survival	NR2E3 ag-1	MITF TRPM1 inh	C8 TRAIL sens	NR2E3 ag-2	Shn3 inh set2	Peg3 promoter	CF NFkB block	KKLEB cytotox	HIF-2a block
Cc1onc(-c2ccccc2)c1C(=O)N(C)CC(=O)Nc1ccc(F)c(F)c1F	-7	-0.1	-39	11	-10	nt	6	1	-16	15	5
C[C@H](NC(N)=O)C(=O)Nc1ccc(N2CCOCC2)c(S(=O)(=O)Nc2ccc(Cl)cc2)c1	-4	0.7	12	0	15	2	-7	-5	-18	20	7
O=C(NNC1=NS(=O)(=O)c2ccccc21)c1ccc([N+](=O)[O-])cc1	20	-0.7	-12	18	61*	3	6	11	0	-3	8
CCOC(=O)C1=C(CN2CCN(C(=O)OCC)CC2)NC(=O)NC1c1ccc2c(c1)OCO2 (configuration not stated)	-7	0.3	-37	11	0	-1	4	1	-18	11	20
CCCCN(C)C(=O)c1sc(=O)n(Cc2c(C)noc2C)c1C	nt	-2.5	10	nt	-3	nt	-15	6	-22	10	14
O=C(CN1CCOCC1)Nc1ccc(NC(=O)CN2CCOCC2)c(Cl)c1	1	-1.0	-20	3	-3	0	5	3	6	-11	14
Cc1cc(C)c2nc(-c3cccnc3)cc(C(=O)Nc3ccc(S(=O)(=O)Nc4onc(C)c4C)cc3)c2c1	-7	-0.4	-18	9	0	2	-6	-6	0	22	6
CC(C)c1ccc(NC2CCCN(C(=O)c3cnsn3)C2)cc1 (configuration not stated)	-6	-0.3	-13	-6	0	3	-4	0	-9	-3	3
CCCN1CCN(C(=O)Cn2nc(CC)n3c(cc4sccc43)c2=O)CC1	-1	1.1	-18	-7	-4	0	1	11	12	8	7
COc1cccc(C2=NOC(C(=O)N3CCN(C(=O)c4ccco4)CC3)C2)c1 (configuration not stated)	-14	1.0	-15	0	0	1	5	-2	-11	-6	-12
O=C(Nc1ccc(C(=O)O)cc1)/C(=C/c1ccc2c(c1)OCO2)NC(=O)c1cccc(Br)c1	2	0.0	22	0	2	4	7	17	-16	6	16
O=C(Cc1ccc(Cl)cc1)N1CCc2ccccc2C1	-15	-0.8	-42	-34	-9	0	-70	-179	-6	5	-220
COc1ccc(/C=N/NC(=O)c2cc3c(ccc4ccccc43)o2)cc1OC	10	-0.4	-41	-9	-1	nt	21	-15	10	-2	-25
Cc1ccc(NC(=O)COC(=O)C2=COCCO2)cc1	-7	0.1	-26	-2	-1	0	-3	-60	3	-3	-51
C(=C\CSc1ncn[nH]1)/CSc1ncn[nH]1	-5	0.0	1	-2	-21	3	-9	1	-3	-9	17
CC1CCN(S(=O)(=O)c2cc(C(=O)N3CCN(c4ccccc4)CC3)ccc2Br)CC1	-9	-2.0	38	nt	5	nt	70	20	4	-6	-8
Cc1cc(S(=O)(=O)Nc2nc(CN3CCOCC3)nc3sc4c(c23)CCC4)ccc1F	-6	-1.9	4	10	-2	nt	15	-6	-3	2	9
CC(=O)N1CCc2cc(Br)cc(S(=O)(=O)N3CCc4ccccc43)c21	-22	0.1	10	26	-5	0	29	27	2	-11	37

# The list is partial; rates above refer to the full screens.
